# High-throughput results: PubChem, several laboratories
# EP2 antag = EP2 receptor (human) inhibition; inhibition, % at 25 µM; AID 1422; P43116; actives 0.52% (n = 260,000); C6 glioma cells expressing human EP2, cAMP TR-FRET; cells stimulated with saturating PGE2;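 active means percent inhibition above 40 after rounding to a whole number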;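 further: rat C6 glioma host cells with rolipram phosphodiesterase inhibitor present; the protocol text gives 20 µM as final concentration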
# EP2 mod = EP2 receptor (human) modulation; P43116; induction, % at 25 µM; EP2-expressing cells, cAMP HTRF FRET, PGE2 co-stimulation; actives 0.83% (n = 260,000);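 active means compounds whose cAMP rise, as percent of the full-agonist control response, exceeds 60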;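 further: rat C6 glioma line stably carrying human EP2 under a CMV promoter; the protocol text gives 20 µM as final concentration; 100% = response of wells given 1 µM PGE2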
# L929 necroptosis = L929 zVAD cell death inhibition; L929 zVAD necroptosis rescue, ATP luminescence, 24 h; with zVAD 60 µM; viability rescue, % at 10 µM; AID 1377; actives 0.38% (n = 220,000);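 active means activation, scaled between plate controls, above about 75%, limit read from the data; inactive means activation under that limit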;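 further: 0% = zVAD with DMSO and 100% = DMSO alone without zVAD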
# eIF4E 4G PPI = inhibitors of eIF4E and eIF4G interaction in translation initiation | P63073+Q04637 | inhibition, % at 21.7 µM | AID 782 | TR-FRET eIF4E-eIF4GI(517-606) binding, 2 h | actives 0.37% (n = 220,000);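 active means inhibition above about 30%, limit read from the data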;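 further: 0% = full FRET control wells and 100% = background wells lacking eIF4GI fragment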
# 14-3-3 Bad PPI = disrupts binding of bovine 14-3-3 zeta to phospho-Bad peptide; actives 0.71% (n = 220,000); inhibition, % at 21.7 µM; TR-FRET 14-3-3zeta/Dy647-pBad peptide displacement, 1 h; P63103;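 active means inhibition above about 70%, limit read from the data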;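 further: 0% = full 14-3-3 plus peptide FRET controls and 100% = background without 14-3-3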
# m-calpain inh = inhibitors of pig calpain II; purified calpain II, fluorogenic peptide substrate, 30 min; inhibition, % at 16 µM; actives 0.37% (n = 220,000); AID 1236;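 active means inhibition above about 50%, limit read from the data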
# TbHK1 inh = T. brucei hexokinase 1 inhibition; recombinant TbHK1, G6PDH-coupled NADH A340; inhibition, % at 10 µM; actives 0.11% (n = 220,000); AID 1430;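 active means inhibition of 50% or more in the single-dose primary screen; inactive means inhibition below 50%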
# Hck Nef HTS = blocks Nef-activated human Hck kinase | P08631 | inhibition, % at 20 µM | Recombinant Hck-YEEI plus Nef, Z-Lyte FRET kinase assay | AID 463187 | actives 0.68% (n = 220,000);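 active means Hck-Nef kinase inhibition above about 50%, limit read from the data; inactive means inhibition below that limit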;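 further: 0% = DMSO with Hck plus Nef and 100% = Hck alone without Nef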
# Target sequence (P08631 whole entry, looked up): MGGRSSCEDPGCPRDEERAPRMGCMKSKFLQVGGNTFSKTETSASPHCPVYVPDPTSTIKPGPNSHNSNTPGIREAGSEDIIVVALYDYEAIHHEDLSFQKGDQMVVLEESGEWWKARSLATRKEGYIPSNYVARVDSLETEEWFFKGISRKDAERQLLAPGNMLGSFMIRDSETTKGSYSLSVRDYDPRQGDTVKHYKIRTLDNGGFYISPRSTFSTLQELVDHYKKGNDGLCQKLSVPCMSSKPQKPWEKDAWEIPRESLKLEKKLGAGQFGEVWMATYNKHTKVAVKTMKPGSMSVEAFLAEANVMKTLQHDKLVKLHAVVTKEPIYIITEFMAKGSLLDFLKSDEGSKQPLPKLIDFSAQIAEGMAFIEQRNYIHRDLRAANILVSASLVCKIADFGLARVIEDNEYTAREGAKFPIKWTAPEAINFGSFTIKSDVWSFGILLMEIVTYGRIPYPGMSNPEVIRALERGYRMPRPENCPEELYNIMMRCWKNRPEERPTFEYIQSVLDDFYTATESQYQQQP
# Rad51 HR inh = Rad51 (human) homologous recombination inhibition. AID 1385. inhibition, % at 10 µM. hRad51 DNA strand exchange, fluorescence dequenching. actives 0.085% (n = 200,000). Q06609;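 active means inhibition above 40% at the single screening dose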;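 further: 0% = DMSO control wells and 100% = blanks with heterologous ssDNA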
# Target sequence (Q06609 whole entry, looked up): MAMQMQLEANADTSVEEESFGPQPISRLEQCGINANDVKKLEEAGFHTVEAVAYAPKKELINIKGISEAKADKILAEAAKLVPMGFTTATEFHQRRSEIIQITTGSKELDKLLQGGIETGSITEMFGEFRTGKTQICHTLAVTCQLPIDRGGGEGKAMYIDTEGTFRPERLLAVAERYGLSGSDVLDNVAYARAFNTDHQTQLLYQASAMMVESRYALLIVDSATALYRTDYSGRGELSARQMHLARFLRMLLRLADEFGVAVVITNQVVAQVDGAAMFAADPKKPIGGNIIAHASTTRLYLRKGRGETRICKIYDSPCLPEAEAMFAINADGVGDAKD
#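 System: human Rad51 nucleoprotein filaments preassembled on unlabelled ssDNA. Reagent: labelled 47-mer dsDNA for strand exchange. Schedule: 30-min compound preincubation and 15-min exchange, both room temperature. Measured by: FRET fluorescence dequenching, excitation 485 nm, emission 520 nm. Read-out: Fluorescence-based percent inhibition, control- and blank-normalised. Benchmarks: plate controls and plate blanks.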
# An asterisk follows results filed as active; i = inactive; / = not tested or not shown; & = joins results of further samples; [ ] = another dose, or the depositor's remark.
Compound	EP2 antag	EP2 mod	L929 necroptosis	eIF4E 4G PPI	14-3-3 Bad PPI	m-calpain inh	TbHK1 inh	Hck Nef HTS	Rad51 HR inh
Clc1ccc(CSc2nnc([C@@H]3CCCN3)o2)cc1	10	-20	-0.1	0	0	-27	-2	0	13
CCCCn1nnc(NC(=O)CC23CC4CC(CC(C4)C2)C3)n1	4	11	1.7	-2	1	33	24	-1	-2
COc1cc2c(=O)n(Cc3ccccc3)c(=O)n(CC(=O)NCC3CCCO3)c2cc1OC (stereo not given)	4	12	-0.9	-1	2	-23	-6	-9	-7
O=C(CC1Sc2ccccc2NC1=O)OC(C(=O)NCCc1ccccc1)c1cccnc1 (stereo not given)	14	-78&-48	-0.2	2	-18[fluorescence artefact?]	14	-5	1	/
O=C(O)CCC(=O)Nc1ccccc1C(=O)Nc1ccccc1	11	7	0.8	0	-4	12	-6	-2	-9
O=C(CSc1nc2ccsc2c(=O)n1Cc1ccccc1)NCc1ccco1	11	-2	0.7	-2	-7	9	6	1	-6
CCCc1cc(C(=O)Nc2cc(OC)c(Cl)cc2OC)no1	/	19	0.6	3	2	-76	-6	17	/
N#Cc1c(F)cccc1N1CCOCC1	16&10	-36	0.0	/	/	/	21	2	2
CC(=O)Nc1ccc(S(=O)(=O)N2CCSC2c2ccco2)cc1 (stereo not given)	3	-11	0.2	0	-11	8	2	2	/
O=C1CC(N2CCOCC2)=NN1c1ccc([N+](=O)[O-])cc1	11	-13	0.8	-4	-8	-5	-19	8	/
COc1ccc2nc(NC(=O)CCN3C(=O)c4ccccc4C3=O)sc2c1	9	-29	1.2	-4	-7	12	0	0	-1
S=C(NCc1ccccn1)Nc1ccccc1Cl	14	17	0.1	-2	-14[fluorescence artefact?]	-5	18	1	/
Cc1cc(Nc2ccccc2)nn1C(=O)c1ccc([N+](=O)[O-])cc1	27	26	-0.3	-4	-6	-15	1	8	2
CCOc1ccccc1NC1=NCC(=O)N1Cc1ccc(F)cc1	16	23	-0.1	-2	1	13	3	1	3
O=C(NN1C(=O)c2ccccc2NC1c1ccoc1)c1ccc([N+](=O)[O-])cc1 (stereo not given)	4	34	-0.7	1	-6	-10	-3	2	24
CC(C)(C)C(=O)Nc1ccc(-c2nc3ccccc3c(=O)o2)cc1	13	-60	7.7	0	-2	-53	-8	20	4
CCOC(=O)c1c(NC(=S)NC(=O)c2ccc(Cn3cc(Cl)cn3)o2)sc2c1CCCCC2	14	35	0.2	-5	-1	3	-13	2	5
O=C(Nc1nnc(CCN2CCOCC2)s1)C1CCCCC1	9	-11	1.8	-2	55[fluorescence artefact?]	-36	-3	0	-4
CCC(=O)n1nc(NCc2ccccc2OC)nc1NCc1ccccc1OC	14	47	0.5	1	1	5	-1	-1	/
CCN1CCN(c2cc(C)c3cc(NC(=O)c4ccccc4F)ccc3n2)CC1	11	-28	6.0	-4	2	-10	-13	3	6

# Compound profiles, from the list above. Screens in order: EP2 antag, EP2 mod, L929 necroptosis, eIF4E 4G PPI, 14-3-3 Bad PPI, m-calpain inh, TbHK1 inh, Hck Nef HTS, Rad51 HR inh
# CCN1CCN(c2cc(C)c3cc(NC(=O)c4ccccc4F)ccc3n2)CC1 is entered as 11, -28, 6.0, -4, 2, -10, -13, 3, 6
# CCC(=O)n1nc(NCc2ccccc2OC)nc1NCc1ccccc1OC is entered as 14, 47, 0.5, 1, 1, 5, -1, -1, /
# COc1ccc2nc(NC(=O)CCN3C(=O)c4ccccc4C3=O)sc2c1 is entered as 9, -29, 1.2, -4, -7, 12, 0, 0, -1

# Next records follow.
Compound	EP2 antag	EP2 mod	L929 necroptosis	eIF4E 4G PPI	14-3-3 Bad PPI	m-calpain inh	TbHK1 inh	Hck Nef HTS	Rad51 HR inh
CCc1cc(-c2n[nH]c(=S)n2-c2cccc(C)c2)cs1	/	17	0.1	10	-2	19	-6	-6	/
O=C(Nc1ccc(C(F)(F)F)cc1)c1csc(-c2ccncc2)n1	6	8	60	5	-3	7	-2	-20	2
CC(=O)c1c(C)[nH]c(C(=O)OCC(=O)c2c(N)n(C)c(=O)n(C)c2=O)c1C	13	-7	0.0	0	23	21	1	-14	-9
O=C(NC(=S)N1CCN(C/C=C/c2ccccc2)CC1)c1ccc(F)cc1	6	-37	-0.2	-1	2	18	-6	3	20
COc1ccc(C2CC(c3ccccc3)=NN2c2ccc(S(N)(=O)=O)cc2)cc1 (stereo not given)	6	20	0.5	8	2	i	-15	108*	/
COc1ccc2c(c1)CCc1c(C(=O)NCC(C)C)noc1-2	5	-57	4.6	-3	61	-7	-7	3	6
CNC(=S)NNC(=O)c1sc2cc(C(F)(F)F)cnc2c1-c1cccnc1	12	28	0.7	-6	-14	-34	-20	6	16
CCCCC(=O)NS(=O)(=O)c1ccc(N=NN2CCCCC2)cc1	6	1	-0.1	1	-4	-1	-4	2	/
CN1C(=O)N(CN2CCCCC2)C2C1N(C)C(=O)N2CN1CCCCC1 (stereo not given)	8	-6	-0.6	-4	3	9	2	0	-6
CC1(c2ccccc2Cl)NC(=O)N(CC(=O)Nc2ccc3c(c2)OCO3)C1=O (stereo not given)	6	15	4.4	-4	-6	-21	-4	24	2
CCN(CC)C(=O)C1CCN(S(=O)(=O)c2cccc3nonc23)CC1	8	12	-0.3	-2	5[fluorescence artefact?]	-9	-10	-2	3
CCN(CC)CCNC(=O)c1ccc(Cl)c(S(=O)(=O)Nc2ccc(Cl)cc2)c1	12	-36	-0.3	-6[fluorescence artefact?]	-6	-39	3	11	-2
O=C1CC(=O)C(n2cncn2)C(c2cccc(Cl)c2)C1 (stereo not given)	2	3	0.1	7	3	-13	7	0	-42
COc1ccc(NC(=O)c2ccco2)cc1NC(=O)c1c(F)c(F)c(OC)c(F)c1F	11	-23	0.5	-8	-5	-95	1	1	-2
O=S(=O)(Cc1ccc(Cl)cc1)c1ccccc1-c1nnc(-c2ccccc2)o1	8	10	-0.6	-22	16	-3	3	-1	/
Cc1nn(C(C)C(=O)O)c(=O)c2c1sc1ccccc12 (stereo not given)	29	48	-0.5	6	-13[fluorescence artefact?]	-17	-14	-1	1
Cc1ccc(SCc2ccc(C(=O)Nc3cccc([N+](=O)[O-])c3C)cc2)cc1	11	-24	0.0	-17	9	-6	-9	2	5
CCOCCCn1c(SCc2nc3sc(C(=O)O)c(C)c3c(=O)[nH]2)nnc1-c1ccc(Cl)cc1	2	18	1.0	3	10	17	3	18	-6
CCOc1cc(NC(=S)NCc2ccco2)c(OCC)cc1NC(=O)c1ccco1	7	7	-0.8	1	-13	18	0	8	-4
Cc1ccc(NC(=O)CN2C(=O)S/C(=C\c3cccn3C)C2=O)cc1	15	11	0.1	-3	5	-28	-7	1	5
COc1ccc(NS(=O)(=O)c2ccc(NS(=O)(=O)c3ccc(SC)cc3)cc2)c(OC)c1	6	-11	0.5	-4	-3	-69	-11	-3	-5
O=C(c1ccccc1NS(=O)(=O)c1ccc(Br)s1)N1CCCC1	6	3	-0.9	2	4	-21	-6	1	-9
CCN(CC)C(=O)CSc1nc2c(sc(=S)n2-c2ccccc2)c(=O)n1Cc1ccco1	4	14	-1.3	-8[fluorescence artefact?]	4	1	-17	-10	8
CCCCCCC(=O)N/N=C1\CCCc2ccccc21	1	7	0.1	-2	-18	28	6	-2	-4
COc1ccc(CC(NC(C)=O)C(=O)NC2CCN(S(=O)(=O)c3ccccc3)CC2)cc1OC (stereo not given)	5	-10	-0.1	-3[fluorescence artefact?]	-1[fluorescence artefact?]	20	0	-1	-5
CCOc1ccc(C2C(C(=O)c3ccc(C)o3)=C(O)C(=O)N2CCCN(CC)CC)cc1 (stereo not given)	6	-4	-0.6	2	-2	-14	-7	28	32
Cc1ccc(C)c(S(=O)(=O)N2CCN(c3ncccn3)CC2)c1	0	-31	-1.6	3	0	13	0	25	3
CCOc1ccccc1/C=C(\C#N)C(=O)Nc1cccc(C(=O)O)c1	4	26	-0.4	-3	6	-14	-9	24	-72
O=C(Nc1nnc(-c2ccccc2)o1)c1cc(Cl)sc1Cl	8	2	0.9	-3	4	36	14	-2	1
COc1ccc(N2CCN(C(=O)c3ccccc3Br)CC2)c([N+](=O)[O-])c1	7	-33	0.8	-1	-2	11	-6	-1	-1
COC(=O)c1c(NC(=O)C2CC2)sc2c1CCCC2	4	59	3.1	-3	4	1	-12	0	-5
N#C/C(C(=O)NCc1ccccc1)=C1/N=C(NC(=O)c2cccs2)c2ccccc21	11	17	3.7	8	-28[fluorescence artefact?]	-22	-7	-2	-27
N#Cc1cc(Br)ccc1N=C1CCCN1c1ccccc1	8	55	/	-2[fluorescence artefact?]	-8	15	-2	1	/
CCCNc1c(N)c(=O)oc2ccccc12	12	10	1.1	0	7	0	-21	-1	1
O=C(N/N=C/C=C/c1ccco1)c1cccs1	3	-24	-0.7	6	4	-18	-74	31	-3
O=Cc1cn(-c2ccccc2)nc1-c1ccc2c(c1)OCCO2	6	25	1.0	4[fluorescence artefact?]	-4	-32	-4	15	-1
Cc1cc(O)c2/c(=N\N)c(-c3csc(C)n3)coc2c1	2	-4	0.7	-10	6	-2	-4	10	-2
CN=C1SC(CC(=O)Nc2cc(Cl)ccc2Cl)C(=O)N1C (stereo not given)	6	1	-0.4	2	3	-42	-2	7	-14
COc1cc(N2C(=O)c3ccccc3C2=O)c(Cl)cc1C(=O)OCC(=O)N(C)C	4	32	0.2	-1	-7	-9	0	2	/
COc1cc2c(=O)n(Cc3ccco3)c(=O)n(CC(=O)c3ccc(Br)cc3)c2cc1OC	7	21	0.7	1	1	-63	-18	7	4
Cc1ccc(C)c(NC(=O)COC(=O)CCC(=O)c2cccs2)c1	7	34	2.0	1	-3	-7	4	2	2
COc1cccc(-c2ccc(SCC(=O)c3ccccc3)nn2)c1	4	-66	13	-4	-12	21	4	22	-9
CCOC(=O)Cc1csc(NC(=O)CCCC(=O)O)n1	19	-9	1.3	8	-8	2	-2	8	5
O=C(NCCCO)c1ccc2[nH]c3ccccc3c2c1	12&8	-57&-67	31	1	5	-142	-1	0	-2
COC(=O)C/C(N)=C(\C#N)C(=O)OC	11	-26	0.1	1	-1	1	-8	-6	-1
Cc1cccc(NC(=O)CS(=O)(=O)Cc2ccccc2)n1	7	7	0.8	-1	6	2	10	-25	-1
Cc1ccc(CC2CC(=O)N(c3nc4ccccc4s3)C2=O)cc1 (stereo not given)	12	-17	21	-2	-6	-45	-8	12	1
Cn1c(SCC(=O)NNC(=O)Cc2ccccc2)nnc1-c1ccccc1	4	-1	0.9	1[fluorescence artefact?]	-1	22	1	0	4
Cc1[nH]c(=O)[nH]c(=O)c1S(=O)(=O)N1CCC(C(=O)N2CCN(c3cccc(C(F)(F)F)c3)CC2)CC1	12	36	1.7	2	-4	16	0	-1	3
CSc1ccccc1NS(=O)(=O)c1ccc2c(c1)OCCO2	2	3	0.7	2	11	-7	0	5	2
Cc1cc(C(=O)COC(=O)CN=C2NS(=O)(=O)c3ccccc32)c(C)n1CCc1ccc(Cl)cc1	6	7	1.3	14	-5	-60	5	3	6
Cc1ccc2c(c1)N(CC(=O)N1CCCCC1c1cccnc1)C(=O)CO2 (stereo not given)	9	9	-0.3	3	0	0	3	0	/
Cc1ccccc1-n1nc(SCC(=O)O)sc1=S	14	12	2.0	1	-5	-9	-6	20	-4
CC(=O)Nc1nc(C(F)(F)F)cs1	6	15	0.6	13	7	4	-4	0	1

# An excerpt, so the mix of outcomes need not match the whole.
